Glioma ERSR ind = inducers of ER stress response in human glioma cells; actives 0.02% (n = 420,000); AID 602332; U87-MG GRP78 promoter luciferase reporter, 16 h; Potency, µM, for inactives: top-dose activation, usual class: activators; note: potency is the fitted concentration of half-maximal effect; series mostly up to about 76 µM; % of control where 0% means no effect; nearly all actives have a fitted effect of over 35% in size
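Stably transfected U87-MG human glioma cells carrying a GRP78-based luminescent sensor were seeded at 1000 cells/well, pin-dosed with compounds and incubated 16 h. Luciferase reagent was then added, and end-point luminescence was read after 10 min at room temperature.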
RGS4 inh = human RGS4 inhibition; Transcreener GDP fluorescence polarization, RGS4-accelerated GTP hydrolysis; Potency, µM (titrated, usually from 114 µM), for the others: at the top dose activity change, negative = inhibition, most hits filed as inhibitors; actives 0.039% (n = 390,000); note: potency is the fitted concentration of half-maximal effect; % is set by controls: 0 for no effect and ±100 for the full control effect; nearly all actives have a fitted effect of over 75% in size; some results filed as inactive show a strong effect at the top dose
Target sequence (P49798 whole entry, looked up): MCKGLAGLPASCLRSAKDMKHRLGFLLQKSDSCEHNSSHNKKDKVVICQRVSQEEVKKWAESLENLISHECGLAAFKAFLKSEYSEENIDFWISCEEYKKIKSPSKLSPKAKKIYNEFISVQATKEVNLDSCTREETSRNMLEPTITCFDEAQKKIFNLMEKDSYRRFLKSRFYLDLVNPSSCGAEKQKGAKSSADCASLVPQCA
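MLSMR compounds (23 nl, pin-transferred) preincubated 10 min at room temperature with a 500nM (2x) first reagent, then RGS4 at 900nM (2x) plus Transcreener GDP mix added; fluorescence polarization (620/688 nm) read before and after 90 min at 30 °C.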
TrxR1 substrate = rat thioredoxin reductase 1 substrate activity. Potency, µM (titrated, usually from 114 µM), for inactives: at the highest dose activity change, negative = substrate turnover. purified TrxR1 substrate turnover, NADPH consumption readout. actives 0.01% (n = 390,000). O89049. AID 588456; note: potency is the fitted concentration of half-maximal effect; % is set by controls: 0 for no effect and ±100 for the full control effect; nearly all actives have a fitted effect of over 50% in size
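Rat TrxR1, dispensed at 90 nM, was prereduced with 400 uM NADPH (final) for 5 min at ~22 deg C, then incubated with compound 15 min before 400 uM selenite. A first-read NADPH fluorescence drop versus no-compound background flagged substrates.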
Vif-A3F inh = blocks the Vif interaction with APOBEC3F. Potency, µM (doses to about 46.1 µM), inactives show at the highest dose activity, negative = active. HeLa A3F-eYFP + Vif (tagged APOBEC3F with the HIV-1 protein that degrades it), YFP fluorescence increase. actives 0.2% (n = 390,000); note: potency is the fitted concentration of half-maximal effect; % of control where 0% means no effect; nearly all actives have a fitted effect of over 65% in size
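HeLa cells stably expressing A3F-eYFP plus Vif, plated and incubated overnight at 37 deg C, then exposed to compounds overnight at 37 deg C. Blocked degradation read as raised yellow fluorescence (Ex 488/Em 500-530).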
mIDH1 inhibitor = human IDH1 R132H inhibition; O75874; IDH1-R132H enzyme, NADPH consumption, diaphorase/resazurin fluorescence; Potency, µM (highest dose often 76.6 µM), for the others: at the top dose activity change, negative = inhibition, usual class: inhibitors; actives 0.093% (n = 390,000); note: potency is the fitted concentration of half-maximal effect; % is set by controls: 0 for no effect and ±100 for the full control effect; nearly all actives have a fitted effect of over 65% in size
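IDH1-R132H (0.5 ug/mL dispensed) in pH 7.5 Tris buffer was preincubated 30 min with compound, then given a substrate mix of 0.016 mM NADPH and 2 mM alpha-KG for 80 min at room temperature; remaining NADPH was read by diaphorase/resazurin fluorescence.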
Vif-A3G inh = inhibitors of Vif-APOBEC3G interaction; actives 0.076% (n = 410,000); Potency, µM (doses to about 46.1 µM), without a hit: at the top dose activity, negative = active, actives largely listed as inhibitors; Q9HC16; AID 602310; HeLa A3G-eYFP + Vif (tagged APOBEC3G with the HIV-1 protein that degrades it), YFP fluorescence, overnight;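 note: potency is the fitted concentration of half-maximal effect; % is set by controls: 0 for no effect and ±100 for the full control effect; nearly all actives have a fitted effect of over 60% in size; hits raise eYFP signal because A3G escapes Vif-driven loss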
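Read-out is eYFP fluorescence (Ex 488/Em 500-530) from Vif-expressing HeLa A3G-eYFP cells; more signal means A3G escaped Vif-mediated degradation. Cells plated overnight, compound pinned in, incubated overnight at 37 deg C.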
TrxR1 inh = blocks rat thioredoxin reductase 1. O89049. recombinant rTrxR1, NADPH fluorescence consumption, selenite substrate. Potency, µM (doses to about 114 µM), for the others: at the top dose activity change, negative = inhibition, actives largely listed as inhibitors. actives 1% (n = 390,000). AID 588453; note: potency is the fitted concentration of half-maximal effect; % is set by controls: 0 for no effect and ±100 for the full control effect; nearly all actives have a fitted effect of over 65% in size
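Rat TrxR1 (90 nM in the dispensed reagent) was pre-reduced with 400 uM NADPH for 5 min at room temperature, then incubated with compound for 15 min. After 400 uM selenite was added, NADPH fluorescence (Ex 340/Em 450 nm) was followed for 8 min.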
LDHA inh = LDHA (human) enzyme inhibition; AID 1347041; actives 0.15% (n = 480,000); purified LDHA, NADH/diaphorase-resazurin fluorescence; active compounds read low; activity change, % (values are at about 110 or 230 µM); in the data active = activity change below about -30%; inconclusive = mostly about -25% to -30%;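 note: plate controls were DMSO wells for no effect and wells without enzyme for full effect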
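Enzyme activity of human lactate dehydrogenase 5 (2 nM; 0.06 mM NADH, 0.2 mM pyruvate, 5 min, RT) is measured via a resazurin/diaphorase fluorescence readout of residual NADH.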
USP1-UAF1 inh = blocks the human USP1/UAF1 deubiquitinase complex; O94782; Potency, µM (top dose mostly 57.1 µM), for inactives: top-dose activity change, negative = inhibition, usual class: inhibitors; recombinant USP1/UAF1, Ub-Rhodamine cleavage fluorescence; actives 0.23% (n = 390,000); note: potency is the fitted concentration of half-maximal effect; % is set by controls: 0 for no effect and ±100 for the full control effect; nearly all actives have a fitted effect of over 60% in size; inactives centre near -12
Target sequence (O94782 whole entry, looked up): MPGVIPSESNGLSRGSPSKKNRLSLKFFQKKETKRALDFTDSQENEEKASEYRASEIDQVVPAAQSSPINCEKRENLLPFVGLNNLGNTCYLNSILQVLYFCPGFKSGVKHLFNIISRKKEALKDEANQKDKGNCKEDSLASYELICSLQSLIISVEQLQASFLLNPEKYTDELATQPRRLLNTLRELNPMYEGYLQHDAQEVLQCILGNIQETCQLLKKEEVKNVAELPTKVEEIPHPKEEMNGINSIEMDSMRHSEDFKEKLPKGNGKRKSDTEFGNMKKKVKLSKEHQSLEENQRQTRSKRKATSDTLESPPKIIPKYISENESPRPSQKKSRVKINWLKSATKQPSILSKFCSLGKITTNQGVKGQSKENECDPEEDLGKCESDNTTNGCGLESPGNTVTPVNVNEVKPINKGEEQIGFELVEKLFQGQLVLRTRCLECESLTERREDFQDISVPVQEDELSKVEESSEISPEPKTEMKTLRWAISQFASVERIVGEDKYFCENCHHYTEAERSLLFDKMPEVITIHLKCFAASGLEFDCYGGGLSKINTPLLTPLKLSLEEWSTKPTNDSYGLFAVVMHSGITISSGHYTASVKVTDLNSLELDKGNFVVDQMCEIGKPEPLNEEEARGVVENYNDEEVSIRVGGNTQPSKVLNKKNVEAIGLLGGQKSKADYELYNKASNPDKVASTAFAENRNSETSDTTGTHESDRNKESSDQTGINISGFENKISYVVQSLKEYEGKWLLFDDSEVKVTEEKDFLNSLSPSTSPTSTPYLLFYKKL
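High-throughput fluorogenic screen: 1nM USP1/UAF1 complex, Ub-Rho substrate 150nM final, 50mM HEPES pH 7.8 with 0.5mM EDTA, 0.1 mg/ml BSA, 1mM TCEP and 0.01% Tween-20.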
* marks the source's active call; other numbers are inactive results; ? = inconclusive; . = not tested or not shown; & = joins results of further samples; [ ] = dose if it differs, or a comment. Unless noted, calls come from the whole dose curve; as a rule, active = well fitted curve in the direction sought with a large enough effect; inconclusive = small, poorly fitted or top-dose-only effect, or another doubt; inactive = no such curve, though single readings can be large; an effect the other way counts as inactive or inconclusive. These rows are one share of the data. The share of hits here may be higher or lower than overall.

SMILES | Glioma ERSR ind | RGS4 inh | TrxR1 substrate | Vif-A3F inh | mIDH1 inhibitor | Vif-A3G inh | TrxR1 inh | LDHA inh | USP1-UAF1 inh
Cc1ccc(-c2noc(-c3ccc(N4CCCCC4)c([N+](=O)[O-])c3)n2)cc1 | -6.0% | 31.6% | -16.7% | -1.2% | -2.8% | 0.0% | -9.8% | -3.4 | -8.0%
CN(C(=O)CN1C(=O)c2ccccc2S1(=O)=O)C1CCCCC1 | -8.7% | -1.9% | 0.2%[57.1 µM] | 3.0% | 5.4% | 0.3% | -0.2%[57.1 µM] | -3.6 | -3.1%
COC(=O)CNC(=O)Cc1c(C)n(C(=O)c2ccc(Cl)cc2)c2ccc(OC)cc12 | 0.7% | 38.3% | -6.2% | -12.2% | 16.5% | 0.9% | 14.6% | -0.4 | -15.5%
O=C(NCc1ccc(F)cc1)C(=O)Nc1nc(C23CC4CC(CC(C4)C2)C3)cs1 | -5.5% | -3.8% | -0.3% | -7.3% | -6.4% | -18.2% | 9.5% | -2.5 | -8.0%
Cc1ccc(OCc2nnc(SCC(=O)Nc3ccccc3C(C)C)o2)cc1 | -3.8% | 14.5% | 8.4%[57.1 µM] | 1.5% | 1.1% | -5.3% | 30.2%[57.1 µM] | -1.5 | -21.2%
Cc1ccc(-c2c(CN3CCN(c4cccc(C(F)(F)F)c4)CC3)csc2C)cc1 | -2.2% | -23.5% | 2.9% | -18.9% | 3.3% | -0.2% | 20.5% | 0.4 | -17.9%
Cc1ccc(C(=O)N2CCc3ccccc32)cc1NC(=O)c1ccco1 | -3.9% | 9.4% | -8.0% | -5.7% | 6.7% | -4.6% | 6.3%[57.1 µM] | -2.1 | -13.8%
COc1ccc(/C=C2\CN(Cc3ccccc3)C/C(=C\c3ccc(OC)cc3OC)C2=O)c(OC)c1 | -2.4% | 16.5% | -0.1% | . | 0.4% | -9.9% | -9.2% | 1.2 | -13.7%
CC(C)CCc1c(O)nc(SCC(C)C)[nH]c1=O | 4.9% | -17.3% | -8.1% | -2.7% | 8.2% | 2.0% | 7.7%[57.1 µM] | -11.2 | ?
O=C(O)c1cccc(-n2cccc2/C=C2\SC(=O)N(Cc3ccccc3F)C2=O)c1 | 0.1% | -34.1% | -5.9%[57.1 µM] | -1.5% | 2.1% | 1.5% | 7.1%[57.1 µM] | -9.3 | -8.8%
COc1ccccc1CCNC(=O)C1CCC(=O)N(Cc2ccccc2OC)C1 (stereo not drawn) | -3.2% | 1.8% | -11.3% | 1.0% | 6.4% | -0.5% | ? | -4.9 | -1.3%
Cc1ccc(S(=O)(=O)NCC(=O)OCC(=O)N2CCN(C(=O)c3ccco3)CC2)cc1C | -4.1% | -26.0% | -5.1% | 5.4% | -2.0% | -0.3% | -12.6% | -2.1 | -8.4%
O=C(/C=C\c1cccs1)N1CCN(Cc2ccc3c(c2)OCO3)CC1 | -2.0% | -3.5% | -5.2% | 1.0% | 4.2% | -0.3% | -3.0%[57.1 µM] | -10.1 | -21.3%
N#CCCN1CCN(S(=O)(=O)c2ccc(S(=O)(=O)NC3CCCC3)cc2)CC1 | -0.7% | -8.5% | 11.7%[57.1 µM] | -2.1% | -3.8% | 0.1% | 11.3%[57.1 µM] | -2.0 | -18.3%
CCOC(=O)N1CCN(C(=O)c2ccc(OC)cc2)CC1 | 0.5% | 20.8%[56.9 µM] | 3.8% | 2.4% | -6.3% | 0.5% | 35.2% | -7.6 | -8.8%
Cc1ccc2cc(CCNC(=O)CC(C)(C)C)c(=O)[nH]c2c1C | -2.8% | -13.1% | 3.6% | -7.9% | 5.7% | 3.3% | 14.7% | -5.6 | ?
O=C1Nc2cc(C(=O)NCCCN3CCOCC3)ccc2S/C1=C/c1cccc(Cl)c1 | -4.8% | -14.0% | -0.2% | 12.4% | 0.1% | 0.5% | 2.0% | -1.1 | -18.3%
CCOC(=O)/C=c1\s/c(=C(\C#N)C(N)=O)n(-c2ccccc2)c1=O | -2.1% | -20.4% | 2.7%[57.1 µM] | -14.3% | 1.0% | -7.0% | ? | -6.0 | -15.9%
CSc1nnc(SCc2nc3sc(C(=O)O)c(C)c3c(=O)[nH]2)s1 | -4.1% | -30.1% | -1.4% | -14.8% | 12.2% | -1.3% | -25.6% | 8.7 | ?
C(#Cc1ccccc1)CN1CCCCC1 | -4.9% | 11.1% | 5.0%[57.1 µM] | 3.7% | -2.4% | 4.5% | 12.2% | -5.1 | -19.4%
Cn1c(-c2ccccc2)cnc1NCc1ccccc1O | 2.3% | 2.2% | 1.2% | -0.6% | 32.9%[activator] | -3.7% | -12.9% | -20.0 | -12.6%
CCCCN1C(=O)C(NC(C)=O)c2ccccc21 (stereo not drawn) | -0.4% | -11.8% | 4.7%[57.1 µM] | -2.3% | -2.7% | -0.5% | -0.3%[57.1 µM] | -8.5 | -18.5%
C/C(=N/NC(=O)Cc1cccs1)c1ccco1 | 4.8% | ? | -1.7% | 3.9% | 2.7% | 0.2% | 4.9% | -9.4 | -10.2%
CC(O/N=C\c1ccccc1O)C(=O)Nc1ccccc1C(=O)N1CCOCC1 (stereo not drawn) | -1.5% | -7.6% | -7.2% | 2.2% | 0.5% | -0.9% | -13.7% | -1.4 | -22.7%
CCOC(=O)c1c(C)sc2c1N(C(C)=O)c1cc(Cl)ccc1S2 | -2.7% | 0.8% | 7.1%[57.1 µM] | 7.7% | 1.5% | -16.4% | 23.4%[57.1 µM] | -8.4 | -5.3%

(next part)
SMILES | Glioma ERSR ind | RGS4 inh | TrxR1 substrate | Vif-A3F inh | mIDH1 inhibitor | Vif-A3G inh | TrxR1 inh | LDHA inh | USP1-UAF1 inh
CCC(C)c1ccc(NC(=O)COC(=O)c2nc3nccc(C)n3n2)cc1 (stereo not drawn) | -1.4% | -9.5% | 3.0% | 5.3% | 7.1% | -0.3% | 17.8% | 3.4 | -22.9%
Cc1cc2oc(C(=O)Nc3ccc(S(N)(=O)=O)cc3)cc(=O)c2cc1C | -2.5% | -24.4% | 4.6% | -3.3% | -7.7% | 0.8% | 26.9% | -5.9&-4.5 | -26.0%
O=C(Nc1cccc(-c2nc3ccccc3s2)c1)c1ccc2c(c1)OCO2 | 3.5% | -15.9% | 6.3% | 0.0% | -1.6% | -10.2% | 9.7% | -1.8 | -12.6%
OC(CCCCN1CCCCC1)c1ccccc1 (stereo not drawn) | 1.4% | -1.5% | 14.5% | 3.0% | 7.1% | 2.5% | 27.3% | -18.6 | -5.4%
O=C(COC(=O)COc1ccc(Cl)cc1Br)NC1CCCCCC1 | 0.5% | 25.6% | -3.9% | 0.1% | -4.7% | -0.5% | 6.2% | -2.5 | -2.1%
Cc1ccc(-c2nn3c(C)nnc3c3ccccc23)cc1S(=O)(=O)N(C)CCO | -2.9% | -19.2% | 4.8%[57.1 µM] | -13.9% | 4.8% | -2.6% | 20.8%[57.1 µM] | -2.1 | -16.8%
O=C(CNc1ccc(Cl)cc1)c1ccc(Br)cc1 | 4.1% | 13.6% | -3.5%[57.1 µM] | 5.9% | -9.7% | 0.0% | 15.8%[57.1 µM] | -5.1 | -16.5%
CC(=O)N/C(=C\c1cccc([N+](=O)[O-])c1)C(=O)NC1CCCCC1 | 3.3% | 17.8% | -4.3% | -5.0% | 2.6% | 0.4% | 0.2% | -1.2 | -16.2%
Cc1cc(C)cc(N2C(=O)CC(Sc3ncn[nH]3)C2=O)c1 (stereo not drawn) | -2.3% | -21.6% | 1.9%[57.1 µM] | -6.3% | -7.6% | -0.8% | ? | -1.7 | -20.8%
Nc1nonc1C(=O)N/N=C/c1ccc(Br)o1 | 1.7% | -6.6% | -12.7% | 7.4% | 4.6% | -6.4% | 19.2%[11.4 µM] | -2.3 | -24.4%
COc1ccc(C(=O)O/N=C(\N)c2ccc(OC)c(OC)c2)c(OC)c1 | 3.1% | -18.1% | 0.8% | -14.3% | 2.9% | -9.1% | 10.1% | 0.2 | -19.9%
CN(CCC#N)C(=O)CSc1nc2scc(-c3ccccc3)c2c(=O)[nH]1 | -3.0% | -40.3% | -4.7% | 8.7% | 8.0% | -2.5% | -12.3% | -2.5 | -20.3%
CCC(=O)c1c[nH]c(C(=O)NCc2cccs2)c1 | -3.8% | 13.1% | -0.7% | -5.5% | 5.5% | -1.3% | 12.8% | -1.3 | -21.1%
Cc1ccc(S(=O)(=O)/N=C(\CSC(N)=O)Nc2ccccc2)cc1 | -3.1% | 1.5% | 3.3% | -1.8% | 4.5% | 0.0% | 13.7% | 5.1 | -20.4%
N#Cc1cccc(S(=O)(=O)NCC(=O)NCc2ccc3c(c2)OCO3)c1 | -2.2% | -45.4% | 6.7% | 1.2% | -1.8% | 5.2% | 19.4% | -0.5 | -10.4%

Screening results deposited in PubChem BioAssay by National Center for Advancing Translational Sciences (NCATS).
